# EWS-Fli block: EWS/Fli transcriptional activity inhibition. A673 NR0B1-luciferase reporter, viability-normalised. 350,000 compounds, 0.67% hits. inhibition, % at 12.6 µM;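 active = mean inhibition of at least 50% after viability correction, with every replicate also passing that limit; inconclusive = mean reaches 50% but only one of two replicates passes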;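 also: firefly luciferase signal divided by Alamar Blue viability fluorescence both relative to DMSO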
# CASP6 VEID inh: inhibitors of human caspase-6. 350,000 compounds, 0.53% hits. inhibition, % at 12.5 µM. AID 686996. P55212. purified caspase-6, Z-VEID-R110 cleavage fluorescence;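 active = mean inhibition across replicates at least about 35%, with every replicate also reaching that limit, limit read from the data; inconclusive = only one of the two criteria met; inactive = neither criterion met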;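 also: 0% = median of neutral control wells and 100% = no fluorescence left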
# Target sequence (P55212 24-179 limits assumed): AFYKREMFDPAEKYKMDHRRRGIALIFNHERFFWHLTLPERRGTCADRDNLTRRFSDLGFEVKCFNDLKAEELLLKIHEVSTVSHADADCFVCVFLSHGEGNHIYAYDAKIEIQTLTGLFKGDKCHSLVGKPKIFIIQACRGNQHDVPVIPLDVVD
# Target sequence (P55212 194-293 limits assumed): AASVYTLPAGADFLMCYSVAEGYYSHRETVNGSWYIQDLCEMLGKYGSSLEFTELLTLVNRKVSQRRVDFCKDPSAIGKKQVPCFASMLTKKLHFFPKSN
# DENV2 CPE: inhibitors of DENV2 cytopathic effect | DENV2-infected cells, cytopathic effect rescue, plate reader | CPE inhibition, % at 9.99 µM | 350,000 compounds, 1.7% hits | AID 651640; in the data active = CPE inhibition above about 20%, passing the limit was not always enough; inconclusive = no clear call, values can overlap the other calls; tested in BHK-21 cells;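 also: 0% = median of neutral control wells and 100% = median of positive control wells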
# PAX8 reporter: PAX8 transcriptional activity inhibition. 360,000 compounds, 1.2% hits. inhibition, % at 12.6 µM. RMG-I TPO-luciferase reporter, SteadyGlo, 24 h;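 active = mean replicate inhibition at least 60% with every replicate also reaching 60%; inconclusive = only one of the two criteria is met; inactive = mean below 60% and not all replicates reaching 60%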;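 also: luciferase light reporting Pax8 driven TPO promoter activity; plate controls were median of neutral control wells for no effect and mitoxantrone controls for full effect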
# ARNT-TACC3 inh: disrupts binding between human ARNT and TACC3 | Q9Y6A5 | AlphaScreen His-ARNT PAS-B/GST-TACC3 binding, luminescence; TACC3 fragment carries E629A point mutation | inhibition, % at 9.99 µM | 390,000 compounds, 0.66% hits | AID 623870;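 active = mean inhibition of replicates at least 50% and at least half of replicates each reaching 50%; inconclusive = half or more replicates reach 50% but mean below 50%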;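 also: 0% = complete ARNT plus TACC3 wells and 100% = ARNT alone without TACC3; many hits fall short of the cut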
# SIRT5 block: blocks human SIRT5 desuccinylation of peptide | Q9NXA8 | Purified SirT5, succinyl-peptide AMC, trypsin-coupled fluorescence | inhibition, % at 15 µM | 330,000 compounds, 1.1% hits | AID 652115; in the data active = inhibition above about 15%; inconclusive = no clear call, values can overlap the other calls
# Target sequence (Q9NXA8 whole entry, looked up): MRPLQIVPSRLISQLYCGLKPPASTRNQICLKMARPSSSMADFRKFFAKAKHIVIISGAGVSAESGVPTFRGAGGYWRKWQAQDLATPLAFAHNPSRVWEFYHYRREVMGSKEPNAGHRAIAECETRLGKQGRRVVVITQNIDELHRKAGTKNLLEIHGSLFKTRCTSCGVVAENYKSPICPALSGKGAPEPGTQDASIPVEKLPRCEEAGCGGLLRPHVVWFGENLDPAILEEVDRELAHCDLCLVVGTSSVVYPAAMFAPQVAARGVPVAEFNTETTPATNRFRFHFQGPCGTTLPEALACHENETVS
# LGR2 inh: inhibitors of bursicon-induced Drosophila LGR2 receptor cAMP signaling; HEK293 LGR2, CRE-luciferase, bursicon-stimulated, 4 h; inhibition, % at 9.99 µM; 380,000 compounds, 0.35% hits;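 active = drop in luminescence signal, shown as inhibition above about 50% in the replicate tests, limit read from the data, passing the limit was not always enough; inconclusive = probably only some replicates passing the limit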;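 also: agonist challenge used bursicon conditioned medium at about half maximal strength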
# An asterisk follows results filed as active; ? = inconclusive; / = not tested or not shown.
canonical_smiles	EWS-Fli block	ARNT-TACC3 inh	CASP6 VEID inh	LGR2 inh	PAX8 reporter	DENV2 CPE	SIRT5 block
COc1ncccc1-c1nnn(-c2ccc(Cl)nc2)n1	-55	-2	0	-61	-22	-7	-6
C[C@@H]1CCCCO[C@H](CN(C)Cc2ccc(C(=O)Nc3ccccc3N)cc2)[C@@H](C)CN([C@H](C)CO)C(=O)c2cc(NS(=O)(=O)c3ccccc3)ccc2O1	-4	/	0	12	22	2	7
CC(NCC(O)COc1ccc2ccccc2c1)c1ccccc1 (centres undefined)	-3	-1	-2	-2	0	9	1
Cc1ccc([N+](=O)[O-])cc1S(=O)(=O)Nc1ccc(C(=O)NCC2CCCO2)cc1 (centres undefined)	-1	-1	1	-12	8	1	2
COc1ccc(N/C(C)=C/C(=S)Nc2ccccc2)cc1	/	10	/	-24	-4	/	/
O=C(O)C(c1ccccc1)N1C(=O)c2ccccc2C1=O (centres undefined)	28	12	1	9	-9	0	-5
CN(c1ccccc1)S(=O)(=O)c1ccc(C(=O)Nc2nnc(C3=COCCO3)o2)cc1	14	37	22	8	9	-1	1
CCCn1c(SC(C)C(=O)N2CCOCC2)nc2ccc(Br)cc2c1=O (centres undefined)	9	/	1	-3	-14	-3	-1
CC(C)NC(=S)Nc1cccc2cnccc12	12	0	2	/	2	-6	-1
O=C(COC(=O)Cc1ccc(S(=O)(=O)N2CCOCC2)s1)Nc1ccccc1	-3	/	0	/	8	-9	1
O=C(CN(Cc1ccccc1Cl)S(=O)(=O)c1ccc(Cl)cc1)N/N=C/c1ccc(C(=O)O)cc1	1	51*	5	1	-6	0	4
CC(C)NC(=O)N(C)C[C@@H]1Oc2c(NC(=O)c3cnccn3)cccc2C(=O)N([C@H](C)CO)C[C@H]1C	/	6	5	-1	-5	-4	-2
C[C@@H]1CN([C@H](C)CO)C(=O)c2cccc(NS(C)(=O)=O)c2O[C@@H]1CN(C)Cc1ccc(-c2ccccc2)cc1	5	9	-2	28	-28	-9	-1
COc1ccc(-n2cc(-c3ccc(Br)cc3)[nH]c2=S)cc1	-6	-1	3	-44	-59	6	-2
C[C@H](O)C#Cc1cnc2c(c1)C(=O)N([C@@H](C)CO)C[C@@H](C)[C@@H](CN(C)C(=O)CN1CCOCC1)O2	-8	-7	0	8	-14	-6	3
N#C[C@H]1[C@H](c2ccc(C#CC3CCCC3)cc2)[C@H](CO)N1S(=O)(=O)c1ccccc1	-1	5	1	-9	-7	1	/
CCOCc1nnc(NC(=O)C2CCN(C(=O)C3CC(=O)N(c4ccc(C)cc4)C3)CC2)s1 (centres undefined)	-5	9	1	5	-4	-3	0
COc1cccc(-c2nc(CS(=O)(=O)CC(=O)Nc3ccc(F)cc3F)c(C)o2)c1	/	-6	4	10	8	0	-9
OCCCCNCc1ccc(OCc2ccccc2)cc1	/	6	/	-13	-20	/	/
COc1ccc(NC2CCCN(C(=O)CN3CCOC3=O)C2)cc1OC (centres undefined)	/	0	7	-2	6	-5	1
CN1[C@@H]2Cn3c(ccc(-c4ccccc4)c3=O)[C@H]1[C@@H](C(=O)NCC1CCCCC1)[C@@H]2CO	3	3	2	2	/	4	-9
Cc1occc1C(=O)NNC(=O)c1ccccc1[N+](=O)[O-]	-4	2	-2	-4	-17	-3	-2
O=c1[nH]c2ccc(NC(=S)NCc3ccccc3)cc2[nH]1	-7	-1	3	-4	-12	5	-1
COc1ccc(CNC(=O)CN(C(=O)c2csnn2)c2cccc(F)c2)cc1	/	/	/	22	9	-1	-5
C=CCCN(C(CC(C)C)C(=O)OC)S(=O)(=O)c1cc(Br)ccc1Br (centres undefined)	0	/	/	4	-12	-4	/
CCC(=O)N1CC[C@@H]2[C@H]1c1cc(C#Cc3cccc(OC)c3)ccc1N[C@@H]2CO	-9	12	/	1	-7	/	/
CC(C)NC(=O)N(C)C[C@H]1OCCCC[C@@H](C)Oc2ccc(NS(=O)(=O)c3ccc(Cl)cc3)cc2C(=O)N([C@H](C)CO)C[C@@H]1C	3	-8	-2	-2	-13	-3	2
Cc1ccc(S(=O)(=O)N2CCCOC2CNC(=O)C(=O)NC2CCCC2)cc1 (centres undefined)	-11	-16	3	-15	8	1	-1
Cc1ccccc1-c1ccc([C@H]2[C@H](CO)N3C(=O)CN(C(=O)c4ccncc4)C[C@@H]23)cc1	2	/	0	3	-5	-2	-4
COc1ccc(-c2cn(CC[C@H]3CC[C@H](NC(=O)c4cnccn4)[C@H](CO)O3)nn2)cc1	3	-19	0	-13	13	-2	3

# Next part
canonical_smiles	EWS-Fli block	ARNT-TACC3 inh	CASP6 VEID inh	LGR2 inh	PAX8 reporter	DENV2 CPE	SIRT5 block
c1ccc(Cc2c(-c3ccco3)nc3c4ccccc4ccn23)cc1	-78	/	1	-5	-128	1	-3
O=C(O)CCc1nn2c3ccccc3n(Cc3ccccc3)c2nc1=O	-5	13	2	/	9	3	-7
O=C(O)c1cccc(N2C(=O)c3cc([N+](=O)[O-])cc4cc([N+](=O)[O-])cc(c34)C2=O)c1	25	3	45*	25	40	3	8
COC(=O)[C@H](Cc1c[nH]c2ccccc12)NC(=O)NCc1ccccc1	5	-66	1	-12	8	-7	4
COc1ccc(/C=N/NC(=O)Cc2cccs2)cc1	-75	-4	0	-62	-15	-1	0
O=C1NC(NS(=O)(=O)c2ccccc2)(C(F)(F)F)C(=O)N1Cc1ccccc1 (centres undefined)	/	-1	-1	-13	-12	5	0
CCN(CC)Cc1cc(O)c(CN(CC)CC)cc1O	3	5	19	6	-8	?	0
CCOc1ccc2oc(C(=O)N(Cc3nnc(-c4ccccc4Cl)o3)C3CC3)c(C)c2c1	6	-2	3	-2	6	-4	6
C[C@H]1CN([C@@H](C)CO)C(=O)Cc2cc(NC(=O)CCCCCC(=O)Nc3ccccc3N)ccc2O[C@H]1CN(C)Cc1ccccc1	-48	0	1	2	45	11	/
CC(C)c1ccc(NC(=O)C(=O)C2C(=O)Nc3ccccc32)cc1 (centres undefined)	-11	10	-9	-24	-1	3	-5
O=C(c1cc(F)ccc1F)C1CCCN(C(=O)CCN2CCCCO2)C1 (centres undefined)	-19	1	-2	-25	-7	2	2
C[C@@H]1CN([C@H](C)CO)S(=O)(=O)c2ccc(-c3ccncc3)cc2O[C@@H]1CN(C)S(=O)(=O)c1ccccc1F	3	41	2	-28	-26	-5	-19
C[C@@H]1CCCCO[C@H](CN(C)C(=O)NC2CCCCC2)[C@H](C)CN([C@H](C)CO)C(=O)c2cc(NS(=O)(=O)c3ccc(Cl)cc3)ccc2O1	4	3	1	10	54	2	1
c1ccc(-c2ccc(-c3[nH]ncc3CN3CCC(N4CCSCC4)CC3)cc2)cc1	-18	8	-8	-26	-19	-6	4
Cc1ccc(NC(=O)CN(C)C(=O)CSc2nnc(C(F)(F)F)n2C)cc1	0	-1	0	6	9	-10	-1
CCS(=O)(=O)Nc1ccc2c(c1)C(=O)N(C)[C@@H]1CC[C@H](CC(=O)NCCCN3CCOCC3)O[C@H]1CO2	1	-6	-4	-7	-6	-3	-9
O=C(NCc1ccccc1F)[C@H]1[C@H](CO)[C@H]2Cn3c(cccc3=O)[C@H]2N1CC1CCCC1	-6	6	-9	2	14	-9	0
COc1cccc(-c2nc(CS(=O)CC(=O)NCc3ccccc3Cl)c(C)o2)c1 (centres undefined)	-9	-3	0	/	20	-1	0
COc1ccccc1NC(=O)N1CC(=O)N2[C@H](CO)[C@H](c3ccc(C#Cc4ccccc4)cc3)[C@@H]2C1	-3	/	4	-1	15	10	2
CC(=O)Oc1ccc2c(=O)oc(-c3ccccc3)nc2c1	17	/	0	18	7	-2	7
CCCCOc1ccc(C(=O)CCN2CCCCC2)cc1	-2	-2	-4	-14	0	11	0
COC(=O)CSc1ccc(S(=O)(=O)N2CCOCC2)cc1[N+](=O)[O-]	7	-28	-1	-15	12	-7	-1
CC[C@]12C(=O)N(C)C[C@H]([C@@H]3C(=O)N(Cc4ccccc4)C(=O)[C@@H]31)N2C(=O)c1ccccc1	-1	1	1	1	-9	-8	-2
CC(C)NC(=O)N(C)C[C@@H]1Oc2ccc(NS(=O)(=O)c3ccc(F)cc3)cc2C(=O)N([C@H](C)CO)C[C@@H]1C	-4	-6	-1	-19	-21	0	-1
CC(Oc1cc2oc(=O)c3c(c2cc1Cl)CCCC3)C(=O)NCC1CCC(C(=O)O)CC1 (centres undefined)	-8	1	5	13	17	-6	0
C/C(=N/NC(=O)CNC(=O)/C=C/c1ccco1)c1ccc(Cl)cc1	-1	-5	5	4	21	0	-4
COc1ccccc1-c1ccc2n(c1=O)C[C@H]1[C@H](CO)[C@@H](C(=O)N(C)C)[C@@H]2N1C(=O)c1cccnc1	7	-4	-3	-1	1	6	-5
O=C1CCc2cc(S(=O)(=O)N3CCCCC3)cc3c2N1CCC3	9	13	1	-16	4	-6	4
N#C/C(C(=O)N1CCOCC1)=c1/s/c(=C\c2ccccn2)c(=O)n1-c1ccccc1	-6	0	0	-8	-4	17	1
Cc1cc(CNC(=O)c2ccc3c(c2)OCO3)c2ccccc2n1	26	-7	6	8	3	-4	-4

# Some values from the list:
# Entry of `c1ccc(-c2ccc(-c3[nH]ncc3CN3CCC(N4CCSCC4)CC3)cc2)cc1` under PAX8 reporter: -19
# Entry of `OCCCCNCc1ccc(OCc2ccccc2)cc1` under PAX8 reporter: -20
# Entry of `O=C(O)c1cccc(N2C(=O)c3cc([N+](=O)[O-])cc4cc([N+](=O)[O-])cc(c34)C2=O)c1` under DENV2 CPE: 3

# Additional entries:
canonical_smiles	EWS-Fli block	ARNT-TACC3 inh	CASP6 VEID inh	LGR2 inh	PAX8 reporter	DENV2 CPE	SIRT5 block
COc1ccc(C(=O)COc2ncnc3cc(Cl)ccc23)cc1	-22	-22	-2	-20	-33	-3	/
O=C(Nc1ccccc1)C1Cc2c(-c3ccc4c(c3)OCO4)ccnc2O1 (centres undefined)	-2	/	2	6	-23	-3	-1
Cc1ccc2nc(-c3cccnc3)c(NC3CCCC3)n2c1	3	-2	-4	2	-6	-3	4
COc1ccc(NC(=O)c2cccc(NC(=O)c3ccccc3)c2)cc1	-58	2	0	-7	-57	-1	-2
O=c1c2ccccc2nc2n1CCS2(=O)=O	5	5	-3	5	1	-4	-4
Cc1cc(C)c(-n2nnnc2SCC(=O)c2cccs2)c(C)c1	3	5	5	6	-8	7	-4
CCc1ccc2nc(Nc3ccc(OC)cc3OC)c(C#N)cc2c1	-10	/	/	-4	-7	-3	1
OC1(c2ccc(Cl)cc2)CCN(Cc2nc(-c3cnccn3)no2)CC1	0	1	/	-19	3	?	-1
COc1cccc(C#CC2=CC(=O)C[C@H](c3ccc(F)cc3)C2)c1	2	/	3	5	35	-6	-2
COc1ccc(/C=C/C(=O)NCCCNC(=O)/C=C/c2ccc(OC)c(OC)c2)cc1OC	-2	-4	7	-7	-10	3	-2
CC(NC(=O)c1cc(=O)[nH]c2ccccc12)c1ccccc1 (centres undefined)	1	-4	1	/	19	-3	0
COc1cccc(C#Cc2ccc([C@H]3[C@@H](CO)N4C(=O)CN(C(=O)Cc5ccccc5)C[C@@H]34)cc2)c1	-3	/	-1	22	34	-3	10
NS(=O)(=O)c1ccc(CNC(=O)Cc2ccc(S(=O)(=O)N3CCOCC3)s2)cc1	-8	-2	5	-7	1	3	0
C[C@@H]1CN([C@@H](C)CO)C(=O)Cc2cc(NC(=O)Nc3ccccc3)ccc2O[C@@H]1CN(C)CC1CC1	-1	16	-9	/	8	-2	2
CCOC(=O)C1(Cc2ccc(Cl)cc2)CCN(C(=O)c2cnc(C)cn2)CC1	6	-7	-2	-5	13	-9	-3
COc1ccc(NC(=O)N(C)C[C@@H]2Oc3ccc(NS(=O)(=O)c4ccc(Cl)cc4)cc3CC(=O)N([C@@H](C)CO)C[C@@H]2C)cc1	-7	-27	2	9	-11	17	-1
